# Assay outcomes as filed in PubChem BioAssay.
# UGM FP inh: M. tuberculosis UGM enzyme inhibitors, primary screen, biochemical, fluorescence polarization, single point; inhibition, % at 10 µM; purified UGM, fluorescence polarization probe displacement; UDP-galactopyranose mutase (Mycobacterium tuberculosis (strain ATCC 25618 / H37Rv)), …; 320,000 compounds, 0.06% hits; in the data active = inhibition above about 10%, passing the limit was not always enough; inconclusive = no clear call, values can overlap the other calls
# Target sequence (P9WIQ1 whole entry, looked up): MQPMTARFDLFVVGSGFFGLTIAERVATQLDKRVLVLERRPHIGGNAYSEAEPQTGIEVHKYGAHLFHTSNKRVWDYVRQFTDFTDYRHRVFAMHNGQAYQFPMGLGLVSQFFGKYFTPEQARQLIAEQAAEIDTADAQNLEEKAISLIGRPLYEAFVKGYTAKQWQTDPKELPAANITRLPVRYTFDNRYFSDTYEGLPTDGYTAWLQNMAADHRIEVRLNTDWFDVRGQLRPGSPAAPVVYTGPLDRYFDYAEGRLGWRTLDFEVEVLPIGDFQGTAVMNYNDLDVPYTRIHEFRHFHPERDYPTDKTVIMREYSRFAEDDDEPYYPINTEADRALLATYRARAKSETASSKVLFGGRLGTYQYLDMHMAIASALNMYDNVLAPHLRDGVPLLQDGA
# Rv3671c inh: Rv3671c serine protease inhibitors, primary screen, biochemical, fluorescence polarization, M. tuberculosis H37Rv; P9WHR9; 320,000 compounds, 0.048% hits; inhibition, % at 5.96 µM; in the data active = inhibition above about 38%;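 also: extracellular domain of Rv3671c used as enzyme; 0% = enzyme with DMSO and 100% = no enzyme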
# FadD28 binding: inhibitors of FadD28 bisubstrate probe binding, primary screen, biochemical, fluorescence polarization, single point; inhibition, % at 12.5 µM; Mycobacterium tuberculosis FadD28 fatty-acid-AMP ligase; AID 588549, 2011; 360,000 compounds, 0.22% hits; in the data active = inhibition above about 8.5%, passing the limit was not always enough; inconclusive = no clear call, values can overlap the other calls
# GDH-TPI inh: GDH-TPI coupling enzyme inhibitors, primary screen, artefact control for M. tuberculosis FBA inhibitor project, biochemical, absorbance, full deck. AID 588335, 2011. 360,000 compounds, 1.2% hits. inhibition, % at 4.8 µM. GDH-TPI coupled enzyme counterscreen, NADH absorbance;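 also: 0% = DMSO wells and 100% = wells lacking the enzyme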
# CCHFV vOTU inh: CCHFV vOTU protease inhibitors, primary screen, biochemical, Pep-AMC substrate, fluorescence; Crimean-Congo hemorrhagic fever virus L polyprotein viral ovarian tumor (vOTU) protease …; inhibition, % at 11.5 µM; 370,000 compounds, 0.55% hits; also: 0% = vehicle wells with enzyme and 100% = no enzyme wells
# Mtb FBA inh: Mtb FBA enzyme inhibitors, primary screen, biochemical, fluorescence, strain H37Rv. purified M. tuberculosis FBA, fluorescence read-out. inhibition, % at 1 µM. Fructose-bisphosphate aldolase (Mycobacterium tuberculosis (strain ATCC 25618 / H37Rv)), …. 360,000 compounds, 2.3% hits; in the data active = inhibition above about 27%;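 also: 0% = vehicle and 100% = reference inhibitor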
# Target sequence (P9WQA3 whole entry, looked up): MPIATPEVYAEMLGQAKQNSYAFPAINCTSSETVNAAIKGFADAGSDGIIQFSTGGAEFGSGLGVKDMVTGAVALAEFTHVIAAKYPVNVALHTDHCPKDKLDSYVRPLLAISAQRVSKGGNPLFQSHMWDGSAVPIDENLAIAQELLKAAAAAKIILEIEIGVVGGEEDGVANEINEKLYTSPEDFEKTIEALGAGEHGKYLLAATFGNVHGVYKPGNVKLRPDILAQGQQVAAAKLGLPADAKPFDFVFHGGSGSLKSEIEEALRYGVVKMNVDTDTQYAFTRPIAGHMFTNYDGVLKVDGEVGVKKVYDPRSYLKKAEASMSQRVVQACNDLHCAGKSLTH
# BoNT-F LC inh: BoNT/F light chain protease inhibitors, primary screen, biochemical, flow cytometry, MLPCN library; Botulinum neurotoxin type F light chain protease (Clostridium botulinum); Multiplex microsphere protease cleavage assay; inhibition, % at 10 µM; 360,000 compounds, 0.22% hits; AID 588497, 2011; in the data active = inhibition above about 35%, passing the limit was not always enough; inconclusive = no clear call, values can overlap the other calls; also: plate controls were buffer without enzyme for full effect and enzyme alone for no effect
# DUSP3 inh: VHR1 phosphatase inhibitors, primary screen, biochemical, absorbance, uHTS | Dual specificity protein phosphatase 3 (Homo sapiens), P51452 | recombinant VHR phosphatase, pNPP absorbance | inhibition, % at 13.3 µM | 290,000 compounds, 0.52% hits | AID 1654, 2009; in the data active = inhibition above about 50%; also: some compounds called inactive have numbers as strong as hits
# BioA inh: M. tuberculosis BioA enzyme inhibitors, primary screen, biochemical, plate reader, single point, HTS | 7,8-diaminopelargonic acid synthase BioA (Mycobacterium tuberculosis) | purified M. tuberculosis BioA enzyme | inhibition, % at 9.99 µM | 360,000 compounds, 0.096% hits | AID 602481, 2012; in the data active = inhibition above about 40%; inconclusive = no clear call, values can overlap the other calls
# MazF activator: activators of E. coli MazEF toxin-antitoxin RNase, primary screen, biochemical, fluorescence, uHTS. Endoribonuclease toxin MazF (Escherichia coli (strain K12)), P0AE70. FAM/BHQ RNA-DNA oligo cleavage fluorescence, 5 h. activation, % at 20 µM. 350,000 compounds, 0.32% hits; in the data active = activation above about 50%
# Target sequence (P0AE70 whole entry, looked up): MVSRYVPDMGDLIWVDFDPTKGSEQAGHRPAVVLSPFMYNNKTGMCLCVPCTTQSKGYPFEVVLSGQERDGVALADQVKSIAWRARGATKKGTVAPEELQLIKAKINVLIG
# * marks the source's active call; other numbers are inactive results; ? = inconclusive; · = no result given; & = joins results of further samples. Rule as the data show it, unless noted: active = inhibition above about 30%; inactive = the rest.
SMILES,UGM FP inh,Rv3671c inh,FadD28 binding,GDH-TPI inh,CCHFV vOTU inh,Mtb FBA inh,BoNT-F LC inh,DUSP3 inh,BioA inh,MazF activator
CCCn1cc(C(=O)OCC)c(=O)c2cc(F)c(F)cc21,-0.3,-0.9,-0.9,3.0,-3.8,1.2,9.0,38.8,-3.6,8.8
COc1ccc(C(=O)N/C(=C/c2cccnc2)C(=O)N2CCN(C)CC2)cc1OC,2.8,-1.8,-1.1,6.3,8.0,3.1,-6.6,12.3,0.4,4.5
Cc1cccc(NC(=O)CSc2nccn2C)c1,-0.8,-4.2,-4.7,-11.2,-2.9,0.4,-4.4,·,·,-0.3
O=C(Nc1nc(-c2ccccc2)ns1)c1ccncc1,-0.1,4.0,0.5,18.5,10.7,0.4,-1.2,28.8,-4.8,-4.6
Cc1ccc2nc3ccc(N4CCCC4)nn3c(=O)c2c1,3.2,1.9,-0.6,14.8,-12.2,18.5,-3.2,27.2,-1.2,3.1
Cc1cc(C)cc(OCC(=O)OCC(=O)Nc2cc(S(=O)(=O)N3CCOCC3)ccc2C)c1,-0.1,-1.1,-2.3,1.6,4.9,5.7,9.4,·,-0.4,1.8
N#Cc1c(NC(=O)c2cnn3cccnc23)sc2c1CCCC2,-2.5,-0.1,0.5,6.1,-0.1,-4.2,-4.9,16.6,-0.7,-0.6
NC(=O)CSc1nc(O)cc(=O)n1-c1ccccc1,0.2,-10.2,0.3,-3.7,-7.7,-5.4,-0.1,8.3,-0.2,-0.4
CCCCCCOc1ccc(/C(C)=N/NC2=NCCN2)cc1[N+](=O)[O-],-1.5,-0.5,-4.5,-1.3,9.0,1.0,-16.0,23.4,·,-5.9
CCC(C)N(C(=O)CSc1nc2ccc(OC)cc2[nH]1)C1CCS(=O)(=O)C1 (stereo not given),-0.5,-2.6,-2.5,-4.2,8.9,0.6,-25.5,·,·,3.4
COc1ccc(NC(=O)[C@@H]2CCCN2C(=O)c2cccs2)cc1S(=O)(=O)N1CCCCC1,-0.3,0.4,-2.9,2.5,-6.3,-3.1,-1.2,·,1.0,1.3
COCCCNC(=S)N/N=C/c1ccc2c(c1)OCO2,0.1,-0.5,-1.7,26.8,19.1,2.4,·,22.4,-8.0,-4.9
N#CCCN(C(=O)COC(=O)CSc1ccc(Cl)cc1)c1ccccc1,-2.7,0.2,-2.4,16.3,3.5,-1.9,-8.8,·,-0.9,5.2
CCOc1ccccc1N1CC(C(=O)Nc2cc(Cl)ccc2C)CC1=O (stereo not given),-0.3,7.1,·,6.7,-7.6,0.4,1.7,-7.7,0.1,3.8
CC(=O)Cn1c(CN2CCCC2)nc2ccccc2c1=O,-0.2,-1.6,-2.3,-2.8,1.5,-7.3,3.3,6.7,2.4,5.1
Cc1ccccc1NC(=O)Cc1cccc(C(F)(F)F)c1,0.6,0.1,0.0,1.3,-2.2,-1.8,-2.9,-22.8,0.4,-2.0
COC(=O)Cn1c(O)c(N=NC(=O)CNC(=O)c2ccncc2)c2ccccc21,-2.3,-8.3,-11.0,37.8*,19.0,0.7,-3.0,28.7,6.6,-5.2
COc1ccc(NC(=O)/C(Cl)=C(/Cl)S(=O)Cc2ccc(Cl)cc2)cn1 (stereo not given),·,·,-1.7,-2.2,10.8,0.3,-8.5,15.5,·,0.8
CC(C)NC(=NCc1ccc(Cl)cc1Cl)Nc1ccccc1,-1.4,-0.2,-1.0,2.6,9.6,1.4,-7.2,22.2,0.1,7.3
Cc1ccc(C(=O)C2CN3CCC2CC3)cc1 (stereo not given),-2.6,2.8,0.7,9.1,3.0,1.1,8.7,-19.7,-3.9,3.5
Oc1cccc(-c2nc3c4c(ncn3n2)-c2ccccc2CC42CCCC2)c1,3.4,-113.6,-9.2,7.9,22.6,-2.5,-21.4,28.5,-2.5,-5.5
COc1ccc(Br)cc1C(=O)Nc1ccccc1N1CCN(C(=O)c2ccccc2)CC1,2.1,-10.9,-1.8,16.0,-6.0,-4.5,-2.2,34.8,·,-8.8
CNc1snc(C)c1C(=O)OCC(=O)N(C)c1ccccc1,-0.9,-3.0,0.0,4.5,-3.1,-1.8,7.9,·,-0.3,8.1
CN(C)CCNS(=O)(=O)c1ccc(Cl)cc1,1.1,5.8,0.8,2.7,-2.1,-4.0,13.0,-13.2,-1.2,5.5
Cn1c(=O)n(Cc2ccc(F)cc2)c(=O)c2c1nc1n2CCN1Cc1ccco1,-1.2,-1.0,-0.7,15.8,-8.7,1.0,1.3,26.9,1.5,4.4
Cc1cc(NC(=O)c2cc(S(=O)(=O)N3CCCCC3)ccc2C)no1,2.6,-0.4,-0.8,4.8,2.0,5.5,7.2,·,-4.4,-1.2
COc1ccc(C)cc1NC(=O)Cc1c(C(=O)O)n(C)c2ccccc12,1.3,5.1,-1.6,-4.7,22.0,-0.4,-16.2,30.3,1.0,5.3
C/C(CC(=O)NC1CCCC1)=N\NC(=O)Cc1cccs1,-0.3,8.2,-0.1,20.2,5.3,2.6,-9.9,39.6,-1.9,-0.3
Cc1ccc(Nc2nc(N)c([N+](=O)[O-])c(N3CCOCC3)n2)cc1C,-1.6,-12.6,-3.0,21.3,3.1,-4.5,-16.3,5.7,-0.4,4.9
COc1ccc(C(=O)COC(=O)c2nn(C)cc2Cl)cc1,-3.0,-2.1,-3.1,4.4,-7.8,4.8,8.9,6.7,-0.7,11.4
O=C(CS(=O)(=O)c1ccccc1)Nc1cccnc1,-2.4,2.6,-2.5,-7.4,9.8,-6.6,-2.2,29.6,·,0.2
CC1CCc2[nH]nc(C(=O)O)c2C1 (stereo not given),1.3,10.0,-0.1,15.8,2.7,0.1,2.6,10.2,-0.6,-10.8
COc1ccc(Cl)cc1C(=O)Nc1ccc(S(N)(=O)=O)cc1,-1.8,-8.7,-0.2,-5.3,-0.7,0.9,-6.9,-0.9,-0.1,-3.3
OCCCNc1ncnc2c1ncn2[C@H]1CN(C2CCCC2)C[C@@H](CO)O1,·,·,-3.7,-12.5,0.7,-0.7,-9.7,·,-0.3,·
C=CCn1c(=O)c2ccccc2n2c(SCC(=O)O)nnc12,1.4,-2.9,1.1,9.0,-13.6,2.8,1.6,-11.9,-1.2,5.3
COc1ccc(S(=O)(=O)Nc2ccc(CC#N)cc2)cc1,0.9,2.9,-0.9,2.0,14.8,3.6,-13.3,15.6,0.1,5.4
C[C@@H]1CN([C@@H](C)CO)C(=O)c2cc(-c3ccccc3F)cnc2O[C@H]1CN(C)Cc1cccc(F)c1,·,·,-1.6,5.2,13.9,-2.7,0.3,·,2.9&3.6&-3.4,-5.8
CS(=O)(=O)N1CCC(C(=O)Nc2ccc(C(N)=O)cc2)CC1,3.9,-9.3,·,-2.9,-11.0,-0.9,-3.4,26.3,2.3,6.2
CCOC(=O)c1cnc2ccc(C)cc2c1NCCN1CCOCC1,0.9,6.2,·,7.1,11.0,0.3,15.7,1.8,-0.3,3.4
COc1ccccc1C(=O)Nc1ccc(S(=O)(=O)Nc2nccs2)cc1,-2.1,3.3,0.9,9.6,-6.4,1.2,-17.9,6.4,-0.8,-0.2
Cc1ccc(OCCn2cc(/C=C(\C#N)C(=O)NCC3CCCO3)c3ccccc32)cc1 (stereo not given),-1.8,-22.3,-1.1,9.9,10.2,-0.5,-5.8,-14.2,·,57.0*
COc1cc(C(C)=O)ccc1OCC(O)Cn1nc(C)c(C(C)=O)c1C (stereo not given),2.1,7.8,-0.9,5.6,-2.2,1.0,?,12.7,2.7,5.7
OC1c2cc(Br)ccc2N=C2CCCCCN21 (stereo not given),·,·,-2.2,5.2,10.1,5.1,-1.3,·,0.2,·
COc1ccc(C(=O)N/C(=C\c2ccc(SC)cc2)C(=O)NCCCn2ccnc2)cc1OC,0.1,-4.7,-3.2,23.8,-4.6,0.8,-4.9,·,·,4.6
FC(F)(F)c1cc(Cl)c2nc(-c3ccc(Cl)cc3)c(Cc3ccccc3)n2c1,·,·,0.7,·,6.0,7.8,-3.2,·,-1.3,·

# 4 compounds from above, showing only BoNT-F LC inh:
SMILES,BoNT-F LC inh
CCOc1ccccc1N1CC(C(=O)Nc2cc(Cl)ccc2C)CC1=O (stereo not given),1.7
Cc1cc(C)cc(OCC(=O)OCC(=O)Nc2cc(S(=O)(=O)N3CCOCC3)ccc2C)c1,9.4
CN(C)CCNS(=O)(=O)c1ccc(Cl)cc1,13.0
OC1c2cc(Br)ccc2N=C2CCCCCN21 (stereo not given),-1.3

# Following part:
SMILES,UGM FP inh,Rv3671c inh,FadD28 binding,GDH-TPI inh,CCHFV vOTU inh,Mtb FBA inh,BoNT-F LC inh,DUSP3 inh,BioA inh,MazF activator
COc1ccc(CN2CC(=O)N(c3ccccc3OC)C2=S)cc1OC,2.4,-5.2,-0.4,14.4,-7.3,1.1,10.3,-14.3,·,-1.8
COc1ccc(N2CCN(C(=O)c3ccc4c(=O)n(Cc5ccc6c(c5)OCO6)c(=O)[nH]c4c3)CC2)cc1,-0.4,-0.2,-1.1,4.3,-1.8,0.3,8.2,6.5,-1.7,9.6
CC1CN(S(=O)(=O)c2ccc(C(=O)N(CCCN(C)C)c3nc4cc5c(cc4s3)OCCO5)cc2)CC(C)O1 (stereo not given),-0.8,3.7,-0.9,-1.4,1.0,-1.9,-4.3,·,-0.6,16.9
CCCC(=O)NCc1cc(-c2nn(C)c(=O)c3ccccc23)ccc1C,-0.1,-6.3,-3.4,12.8,-3.1,-2.3,3.5,16.4,·,-3.9
COC(=O)CC(NC(=S)N1CC2C[C@@H](C1)Cn1c2cccc1=O)C(=O)OC (stereo not given in full),-1.9,1.0,-1.9,-6.0,-13.4,2.4,?,28.0,·,0.5
Cn1c(=O)c2ccccc2n(CC(=O)N2CCCc3ccccc32)c1=O,-1.4,-3.0,0.8,-5.9,0.2,0.8,0.2,17.0,1.4,1.7
Cn1c(=O)c2c(nc(SCC(=O)NCC3CCCO3)n2C)n(C)c1=O (stereo not given),-1.2,0.3,2.9,6.1,0.0,0.6,-6.3,-7.9,-0.6,0.2
COCCn1c(SCC(=O)Nc2nnc(C)s2)nnc1-c1ccoc1C,-0.9,3.1,0.0,0.9,-3.0,-1.6,-6.0,21.5,4.3,10.5
COC(=O)[C@@H](NC(=O)/C=C/c1ccc(OC)cc1)C(C)C,-3.6,7.0,0.6,0.0,0.7,-1.8,-3.2,2.3,·,-2.2
CC1CCCCC1NC(=O)COC(=O)c1cccn1C (stereo not given),1.4,1.9,·,-2.5,1.6,1.8,1.3,·,-0.2,6.3
COc1cc(/C=N/NC(=O)c2cc(-c3ccco3)nc3ccccc23)cc(OC)c1O,0.2,-2.4,-10.6,46.8*,16.9,-1.9,-11.6,-2.5,·,2.9
